Screening data from PubChem.
SARS 3CLpro inh: SARS-CoV 3CLpro protease inhibitors, primary screen, biochemical, quenched FRET. Replicase polyprotein 1ab (Severe acute respiratory syndrome coronavirus), P0C6X7. recombinant SARS-CoV 3CLpro, quenched FRET peptide cleavage. inhibition, % at 6 µM. 290,000 tested, 0.14% active. AID 1706, 2009; in the data active = inhibition above about 12%
PrPC surface inh: inhibitors of human cell surface prion protein PrPC, primary screen, cell-based, TR-FRET; Major prion protein (Homo sapiens), P04156; TR-FRET read-out; inhibition, % at 13.8 µM; 370,000 tested, 0.43% active; AID 720596, 2013; in the data active = inhibition above about 24%; also: 0% = median of the test wells and 100% = reference compound wells
TcdB GH inh: TcdB glycohydrolase inhibitors, primary screen, biochemical, single point, plate reader. Toxin B (Clostridioides difficile), P18177. AID 652162, 2013. TcdB glycohydrolase enzymatic assay. 350,000 tested, 0.24% active. inhibition, % at 9.99 µM; in the data active = inhibition above about 10%
PriA SSB inh: inhibitors of Klebsiella pneumoniae PriA binding to SSB C-terminal tail, primary screen, biochemical, AlphaScreen; AlphaScreen SSBct-PriA binding, biotinylated peptide; inhibition, % at 33 µM; 430,000 tested, 0.6% active; AID 1272365, 2023; in the data active = inhibition mostly above about 37%, no sharp cut-off; inactive = mostly below about 20%;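 also: plate controls were negative control peptide for no effect and reference peptide for full effect; strong numbers were not always called active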
BoNT A protease: BoNT/A light chain protease inhibitors, primary screen, biochemical, flow cytometry, MLPCN library; 360,000 tested, 0.17% active; Botulinum neurotoxin type A light chain protease (Clostridium botulinum A str. ATCC 3502); multiplex microsphere protease substrate cleavage; inhibition, % at 10 µM; AID 588499, 2011; also: plate controls were buffer without enzyme for full effect and enzyme alone for no effect
PfHsp40 yeast: rescue of yeast from PfHsp40 toxicity, primary screen, S. cerevisiae, ATP luminescence | S. cerevisiae expressing PfHsp40, growth rescue | growth rescue, % at 12.5 µM | 340,000 tested, 0.68% active | AID 504582, 2011; in the data active = growth rescue above about 28%, passing the limit was not always enough;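 also: yeast W303a lacking pdr1 and pdr3 grown in galactose medium; growth measured after three days at 30 °C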
Anthrax LF inh2: Bacillus anthracis LF protease inhibitors, primary screen, biochemical, multiplex microsphere, MLPCN library. Lethal factor (Bacillus anthracis), P15917. multiplex microsphere protease cleavage assay. inhibition, % at 10 µM. 360,000 tested, 0.12% active. AID 588501, 2011; also: plate controls were buffer without enzyme for full effect and enzyme alone for no effect
Target sequence (P15917 whole entry, looked up): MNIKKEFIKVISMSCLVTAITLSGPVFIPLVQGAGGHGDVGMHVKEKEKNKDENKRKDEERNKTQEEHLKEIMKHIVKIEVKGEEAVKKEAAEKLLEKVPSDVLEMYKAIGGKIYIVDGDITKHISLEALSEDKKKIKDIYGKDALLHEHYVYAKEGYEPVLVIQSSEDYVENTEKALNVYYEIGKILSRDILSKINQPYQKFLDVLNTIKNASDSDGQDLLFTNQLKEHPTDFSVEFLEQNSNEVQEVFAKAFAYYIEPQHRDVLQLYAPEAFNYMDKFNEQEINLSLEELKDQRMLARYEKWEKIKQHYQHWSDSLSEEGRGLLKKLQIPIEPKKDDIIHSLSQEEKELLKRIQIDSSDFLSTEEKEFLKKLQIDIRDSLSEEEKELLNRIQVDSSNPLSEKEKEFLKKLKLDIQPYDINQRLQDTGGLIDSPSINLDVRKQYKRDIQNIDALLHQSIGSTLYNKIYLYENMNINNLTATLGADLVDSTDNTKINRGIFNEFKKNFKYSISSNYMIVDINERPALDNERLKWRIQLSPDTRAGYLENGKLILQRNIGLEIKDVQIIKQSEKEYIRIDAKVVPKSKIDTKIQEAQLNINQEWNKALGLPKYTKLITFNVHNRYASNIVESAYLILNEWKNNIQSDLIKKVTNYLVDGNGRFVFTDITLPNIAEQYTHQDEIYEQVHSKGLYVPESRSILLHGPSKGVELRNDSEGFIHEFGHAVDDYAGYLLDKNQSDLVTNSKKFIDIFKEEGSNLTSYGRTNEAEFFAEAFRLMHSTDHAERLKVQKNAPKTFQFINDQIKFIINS
Vc quorum ag: inducers of Vibrio cholerae quorum light production without autoinducers, primary screen, BH1578 luxS cqsA deficient, single point; V. cholerae BH1578 lux reporter, luminescence, 6 h; activation, % at 18.7 µM; 350,000 tested, 0.16% active; in the data active = activation mostly above about 9.7%, no sharp cut-off; also: not every result past the cut was called active; inactives centre near 0; reference of the scale not given here
Y pestis TopoI: Yersinia pestis topoisomerase I inhibitors, primary screen, biochemical, cleavage product accumulation, plate reader, single point; DNA topoisomerase I (Yersinia pestis CO92); Y. pestis Topo-I cleavage product accumulation; activity, % at 10 µM; 360,000 tested, 0.064% active; AID 504884, 2011; in the data active = activity above about 50%, passing the limit was not always enough; also: inactives centre near 2
* hit, by the source's call; i = inactive; nt = not tested or not shown. Rule as the data show it, unless noted: active = inhibition above about 30%; inconclusive = no clear call, values can overlap the other calls; inactive = below that.

molecule,SARS 3CLpro inh,PrPC surface inh,TcdB GH inh,PriA SSB inh,BoNT A protease,PfHsp40 yeast,Anthrax LF inh2,Vc quorum ag,Y pestis TopoI
CC(C)Cn1c(N)c(C(=O)COC(=O)c2cnc(Cl)c(Cl)c2)c(=O)n(C)c1=O,-1,3,2.0,-10,-1.3,0.8,-6,-0.5,-2
Cc1ccccc1NC(=O)N1CCN(S(=O)(=O)c2ccccc2)CC1,3,12,0.4,-8,-1.2,0.5,2,-1.2,5
C#CCn1c(-c2cccs2)nc2ccccc21,6,-4,2.5,-7,-1.6,-1.5,4,-0.6,-8
CCOc1ccccc1NS(=O)(=O)c1c(C)noc1C,-1,8,nt,-23,0.1,-0.4,2,-3.7,5
CC1CCCCN1C(=O)CSc1nc(C2CC2)nc2c1cnn2-c1ccccc1 (stereo unspecified),-3,-4,nt,-19,-0.4,-0.5,3,-4.2,1
Cc1ccc(CNC(=O)c2cc3c(=O)n4ccccc4nc3n(CC3CCCO3)c2=N)cc1 (stereo unspecified),0,nt,nt,-11,6.8,1.1,11,-0.4,15
COc1ccccc1-c1ccc2c(c1)C(C)(Cc1ccc(OC(F)(F)F)cc1)C(=O)N2 (stereo unspecified),nt,-7,1.5,nt,0.0,nt,-3,i,35
COc1ccccc1NC(=S)N1CCN(C/C=C/c2ccccc2)CC1,-1,3,4.9,-10,0.1,-0.5,0,-0.2,18
COc1cccc(-c2nn(-c3ccc(C)cc3)cc2C(=O)N(C)CC(=O)Nc2cccc(F)c2)c1,nt,4,0.1,-8,-1.4,5.5,-4,1.5,5
O=C(Oc1ccc(NC(=O)c2cc3c(cc2Br)OCO3)cc1)c1ccccc1,3,-8,-0.6,5,-4.2,-2.1,0,i,-8
COc1ccc(CCN2C(=O)CC(N3CCOCC3)C2=O)cc1OC (stereo unspecified),-1,-2,nt,-4,0.9,-2.3,-1,-0.6,-1
O=C(NN=Cc1ccc(F)cc1)c1ccccc1NS(=O)(=O)c1cccs1,nt,-4,2.8,3,0.6,-1.6,-9,-3.8,4
CCOc1c(Br)cc(CNc2ccc3c(c2)OCCO3)cc1OC,2,5,nt,8,0.1,-0.9,-4,i,-8
O=C(NC(Cc1ccccc1)C(=O)O)C1CCCCC1 (stereo unspecified),-2,0,-0.9,-2,-0.7,-1.4,-7,-1.2,-5
CC(C)Cc1c(O)nc(SCC(=O)Nc2ccc3c(c2)CCC3)[nH]c1=O,-2,-5,-2.7,-3,0.9,14,0,-1.6,-6
Cc1ccc(S(=O)(=O)N2CCC(C(=O)OC(C)C(=O)NC3CCCCC3C)CC2)cc1C (stereo unspecified),nt,8,1.7,-5,-0.2,0.7,-9,-0.4,16
Cc1ccc(CNC(=O)Cn2cnc(S(=O)(=O)N3CCCCC3)c2)o1,-8,6,0.7,2,0.2,2.3,1,-0.2,2
CC(C)CN1CC(=O)N2C(c3ccccc3)c3[nH]c4ccccc4c3C[C@H]2C1=O (stereo partly specified),5,-2,1.2,4,-1.8,3.5,-2,i,-1
CCOC(=O)C1(C)CCCN1C(=O)c1ccc(OC)cc1 (stereo unspecified),nt,4,0.0,nt,-0.1,nt,0,-0.4,6
C[C@@H](CN1CCC[C@H]1CN1C(N)=NC[C@@H]1Cc1ccccc1)N1C[C@@H](Cc2ccccc2)N(CCCC2CCCC2)C1=N,nt,nt,nt,13,0.7,5.2,-4,1.3,-2
CN(Cc1ccccc1)c1ccc(S(=O)(=O)N2CCC(C(=O)O)CC2)cc1[N+](=O)[O-],0,5,-4.1,2,1.0,2.1,1,i,5
Cc1ccc(C(=O)N2CCN(c3ccc(NC(=S)NC(=O)Cc4ccccc4)cc3)CC2)cc1,0,15,nt,12,1.0,0.7,-3,i,12
O=C(c1ccccc1)N1N=C(C(F)(F)F)CC1(O)c1ccccc1 (stereo unspecified),0,0,2.7,-33,-0.2,-0.9,38*,-0.8,0
COc1ccc(CNC(=O)Nc2nc(C(N)CCc3ccccc3)cs2)cc1 (stereo unspecified),nt,-13,1.5,nt,-0.1,nt,-4,-5.9,-17
COC(=O)[C@@]1(Cc2ccc(OC)cc2)[C@@H]2C(=CC(=O)[C@H]2CC(=O)C(=O)N2CCCC2)CN1C(=O)c1ccccc1,1,nt,nt,-2,0.0,-0.6,6,-0.6,12
Cc1ccccc1S(=O)(=O)Cc1ccc(C(=O)NCCCN2CCCC(C)C2)o1 (stereo unspecified),3,-12,-0.8,-14,2.3,0.9,-2,i,-4
COc1ccccc1N1CCN(C2CCCN(C(=O)c3cc(C(C)C)on3)C2)CC1 (stereo unspecified),nt,-4,2.0,nt,-0.1,nt,-4,-0.3,4
N#CC1=C(N)OC2=C(C(=O)CCC2)C1c1ccsc1 (stereo unspecified),1,3,nt,-2,-0.5,4.9,-2,-1.4,3
Cc1cc(C)cc(NC(=O)C(=O)NCCc2c[nH]c3ccccc23)c1,8,-2,0.0,13,-0.9,3.2,-5,-0.4,-5
O=C(CSc1nncn1-c1ccccc1)Nc1c(F)cccc1F,-7,6,0.1,1,0.4,0.6,-6,-0.3,-9
O=C1CCc2cc(NS(=O)(=O)c3cc(F)ccc3F)cc3c2N1CC3,nt,10,0.9,-6,-1.5,-0.3,-4,-0.8,3
CS(=O)(=O)NN1C(=O)c2ccccc2NC1c1cccc(O)c1 (stereo unspecified),4,-1,0.3,-10,-0.3,-1.7,0,i,-11
CCCCC(CC)C(=O)NCC(C)NC(=O)C(CC)CCCC (stereo unspecified),3,-1,nt,-5,0.2,-1.0,2,-0.3,4
C=CCN(C(=O)CCC(=O)Nc1cc(C)on1)C(C(=O)NC1CCCC1)c1cccnc1 (stereo unspecified),3,6,nt,-10,0.3,0.8,0,nt,7
CN(C)c1ccc(C=C(C#N)C(=O)c2ccccc2)cc1Br,nt,8,-3.8,nt,7.2,nt,3,nt,nt
Cc1cccc(N2CCN(C(=O)C(Cc3ccccc3)NC(N)=O)CC2)c1C (stereo unspecified),-2,-1,1.0,-7,-1.5,0.9,-2,0.0,25
COc1ccc(CCN2C(=O)CCC2(C)c2nnnn2Cc2ccccc2)cc1OC (stereo unspecified),nt,0,0.8,nt,-0.7,nt,-1,nt,nt
COc1ccc(NC(=O)c2ccccc2[N+](=O)[O-])cc1,6,-6,nt,-3,0.6,-1.0,1,-0.2,0
COc1ccc(Cl)cc1NC(=S)N1CCC(c2ccc(C)cc2)C1 (stereo unspecified),7,-5,0.3,-8,-0.6,-0.5,-2,-0.3,1
CCCCn1c2c(c(=O)n(C)c1=O)C(CC(=O)OCC(=O)Nc1cccc(C(F)(F)F)c1)C(=O)N2 (stereo unspecified),3,-3,nt,-7,-0.2,-2.3,2,0.5,-2
Cc1nn(-c2ccccc2)c2c1C(c1ccc(F)cc1F)C(C#N)=C(N)O2 (stereo unspecified),5,6,nt,-9,0.2,-0.9,-3,-6.2,3
Cc1cccc(C)c1NC(=O)CNC(=O)c1ccc(S(=O)(=O)NCc2ccco2)cc1,nt,5,-0.4,7,-0.4,-1.1,-2,0.2,4
COc1ccc(CCNCc2ccccc2N2CCCC2)cc1,-3,-1,-0.3,4,-1.6,-0.6,-9,-11,8
O=C1CCC2S/C(=C/Nc3ccc(C(F)(F)F)cc3)C(=O)N12 (stereo unspecified),5,-2,1.2,-18,-2.1,1.0,-3,-0.1,2
CC(C)(C)c1ccc(OCC(=O)NNC(=O)C2CCCO2)cc1 (stereo unspecified),1,-1,0.6,13,-0.3,-0.4,1,i,-7
COc1ccc(O)c(CN2CCCC(N3CCN(c4ccccc4OC)CC3)C2)c1 (stereo unspecified),1,2,-3.0,7,1.5,-0.3,-13,-1.0,6
O=C(NC1CCCC1)C(c1ccccc1)N(Cc1ccco1)C(=O)Cc1cccs1 (stereo unspecified),-5,4,nt,-5,-1.2,-0.2,-6,i,18
CC(C(=O)N(C)C1CCS(=O)(=O)C1)N1C(=O)/C(=C/c2cccs2)SC1=S (stereo unspecified),-5,-3,1.3,10,0.2,0.1,3,-7.1,5
CC(=O)N1CCCc2cc(S(=O)(=O)N3CCCC(C(=O)Nc4ccccc4C)C3)ccc21 (stereo unspecified),-1,9,3.6,-8,0.6,0.8,-3,0.4,20
COc1ccccc1-c1nnc(SCC(=O)c2ccc(C3CCCCC3)cc2)n1Cc1ccco1,2,-6,nt,15,-1.1,0.2,-2,4.6,5
O=C(NNc1nc(-c2ccc(Cl)cc2)cs1)c1ccco1,4,-11,nt,22,-0.1,-1.4,-4,i,4
Cc1cccc(C)c1OCc1cc(C(=O)N(C)CCc2ccccn2)no1,-1,-5,0.0,-5,-0.2,-0.8,7,i,20
COc1ccc(CNC(=O)[C@@H](NC(=O)C2CCN(C(=O)[C@@H](N)Cc3ccccc3)CC2)C(C)C)cc1,-2,5,0.2,-5,-1.2,-0.7,6,-0.4,-2
O=C(O)c1oc2ccccc2c1CSCc1ccccc1,6,7,-0.4,-2,-0.8,-0.2,2,0.1,3
COC(=O)CSc1nc(C)cc(N2CCOCC2)n1,-2,-1,0.6,-14,-0.9,0.4,0,i,3
CCC(C)NCCOCCOc1ccc(Br)cc1 (stereo unspecified),5,-1,0.4,6,-1.4,0.0,0,-0.3,12
O=C(Nc1ccc2c(c1)OCO2)N1CCN(c2ncccn2)CC1,-3,7,-3.1,-4,1.3,-1.6,0,-0.5,2
Cc1ccc(C(=O)NCC(=O)OCC(=O)c2ccc3c(c2)NC(=O)CO3)cc1,-1,10,-8.1,-15,-0.3,22,-3,i,-7
O=C(NCCCN1CCCCC1)C1CCN(S(=O)(=O)N2CCC3(CC2)OCCO3)CC1,-3,-10,1.3,-6,0.0,-1.0,0,-0.2,2
CCOC(=O)N1N=C(c2ccccc2)CC1(O)C(C)(F)F (stereo unspecified),0,-6,1.1,-2,-1.0,-1.4,-2,i,-3

Of the compounds above, 2 contain two or more sulfur atoms.
molecule,SARS 3CLpro inh,PrPC surface inh,TcdB GH inh,PriA SSB inh,BoNT A protease,PfHsp40 yeast,Anthrax LF inh2,Vc quorum ag,Y pestis TopoI
O=C(NN=Cc1ccc(F)cc1)c1ccccc1NS(=O)(=O)c1cccs1,nt,-4,2.8,3,0.6,-1.6,-9,-3.8,4
CC(C(=O)N(C)C1CCS(=O)(=O)C1)N1C(=O)/C(=C/c2cccs2)SC1=S (stereo unspecified),-5,-3,1.3,10,0.2,0.1,3,-7.1,5

(listing goes on)
molecule,SARS 3CLpro inh,PrPC surface inh,TcdB GH inh,PriA SSB inh,BoNT A protease,PfHsp40 yeast,Anthrax LF inh2,Vc quorum ag,Y pestis TopoI
O=C(COc1ccccc1)NCc1n[nH]c(=S)n1-c1ccccc1,2,-9,1.2,-12,7.4,2.5,1,0.1,-6
CCOc1ccc(C(=O)NCC(c2ccco2)N2CCc3ccccc3C2)cc1 (stereo unspecified),nt,2,2.4,-5,-2.1,-0.2,-4,-3.7,22
CC(C)(C)NC(=O)C(=O)NNC(=O)c1cccc(Br)c1,3,-5,3.6,-15,-0.3,1.8,-3,i,10
CSCCC(NC(=O)c1ccco1)C(=O)N1CCCCCCC1 (stereo unspecified),nt,-1,0.8,-3,1.1,2.0,0,i,5
COc1ccc(Cn2nnnc2C(C(C)C)N2CCc3ccccc32)cc1 (stereo unspecified),-4,3,nt,-7,-0.2,5.9,-4,i,37
COc1cc2c3nnc(-c4ccc(F)cc4)c-3cn(Cc3ccc(F)cc3)c2cc1OC,-20,13,-1.0,-12,1.9,-0.4,0,0.0,18

Not all compounds are listed; count on the stated rates, not on these rows.
